Source: PubChem BioAssay
HTT aggregate: qHTS Multiplex Assay to Identify Dual Action Probes in a Cell Model of Huntington: Aggregate Formation (GFP). PC12 HttQ103-GFP aggregates, Acumen cytometry, 40 h. Potency, µM (series often up to 46.1 µM), for inactives: at the highest dose activity change, negative = inhibition, most hits filed as inhibitors. 1.1% of 220,000 active. AID 1688, 2009; note: potency is the fitted concentration of half-maximal effect; % is set by controls: 0 for no effect and ±100 for the full control effect; nearly all actives have a fitted effect of over 60% in size
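Aggregate formation scored by laser-scanning cytometer (488 excitation, 500–530 emission) in lysed PC12 cells expressing Q103-GFP after 100 nM tebufenozide induction; library tested in dose series, with ATPLite reagent added in the multiplex.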
HTT cytoprotect: qHTS Multiplex Assay to Identify Dual Action Probes in a Cell Model of Huntington: Cytoprotection (ATP). PC12 HTT-Q103 induced, cytoprotection, ATP luminescence, 40 h. Potency, µM (titrated, usually from 56.4 µM), for the others: cytoprotection (ATP increase), actives largely listed as activators. 0.14% of 230,000 active. AID 1471, 2008;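 note: potency is the fitted concentration of half-maximal effect; % of control where 0% means no effect; nearly all actives have a fitted effect of over 45% in size; toxic huntingtin expression switched on by the ecdysone agonist tebufenozide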
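Cells were plated at 1500 per well in phenol red-free DMEM with 5% equine and 5% calf serum. Tebufenozide (100 nM final) and compounds were added, then ATPlite reagent, and luminescence was read.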
GAA spleen mod: qHTS Assay for Inhibitors and Activators of Human alpha-Glucosidase From Spleen Homogenate | Lysosomal alpha-glucosidase (Homo sapiens), P10253 | human spleen homogenate, 4-MU-alpha-glucoside fluorescence | Potency, µM (top dose mostly 79.9 µM), for inactives: at the highest dose activity change, negative = inhibition, usual class: inhibitors | 0.006% of 240,000 active | AID 2112, 2009;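 note: potency is the fitted concentration of half-maximal effect; 0% = enzyme with vehicle and -100% = no enzyme basal signal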
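Enzyme source: human spleen homogenate, 1 ug/well. Buffer 50 mM citric acid/K phosphate pH 5.0, 0.01% Tween-20. 4-MU-alpha-glucoside 1 mM; 37 C x 40 min; NaOH/glycine stop; fluorescence.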
CBFb-RUNX1 inh: qHTS Assay for Compounds Blocking the Interaction Between CBF-beta and RUNX1 for the Treatment of Acute Myeloid Leukemia | Runt-related transcription factor 1 (Homo sapiens) + Core-binding factor subunit beta … | AlphaScreen CBFb-His/RUNX1-biotin binding, biochemical | Potency, µM (doses to about 59.8 µM), inactives show at the top dose activity, negative = inhibition, usual class: inhibitors | 230,000 tested, under 10 active; note: % of control where 0% means no effect
Target sequence (Q01196 whole entry, looked up): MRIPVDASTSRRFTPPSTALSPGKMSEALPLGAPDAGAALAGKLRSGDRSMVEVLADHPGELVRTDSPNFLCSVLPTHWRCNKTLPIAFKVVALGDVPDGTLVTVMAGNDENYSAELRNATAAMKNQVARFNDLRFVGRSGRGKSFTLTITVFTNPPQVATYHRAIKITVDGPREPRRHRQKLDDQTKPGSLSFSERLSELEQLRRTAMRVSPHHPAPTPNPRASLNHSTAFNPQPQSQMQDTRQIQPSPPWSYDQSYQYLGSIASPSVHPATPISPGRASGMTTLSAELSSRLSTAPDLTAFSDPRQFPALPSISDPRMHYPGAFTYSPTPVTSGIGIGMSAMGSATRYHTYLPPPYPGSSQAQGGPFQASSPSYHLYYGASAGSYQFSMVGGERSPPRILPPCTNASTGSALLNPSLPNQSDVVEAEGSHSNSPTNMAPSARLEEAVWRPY
Target sequence (Q13951 whole entry, looked up): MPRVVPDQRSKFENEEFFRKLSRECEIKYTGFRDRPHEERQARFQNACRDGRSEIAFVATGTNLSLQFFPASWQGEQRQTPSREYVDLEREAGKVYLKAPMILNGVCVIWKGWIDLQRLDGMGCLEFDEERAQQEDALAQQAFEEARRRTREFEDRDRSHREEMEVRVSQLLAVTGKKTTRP
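Interaction loss through any mechanism counts as activity. Pre-formed complex of His-CBF-beta and biotin-RUNX1 (30 nM apiece) is incubated with compound 15 min, then with 50 ng nickel and 50 ng streptavidin beads for 90 min before AlphaScreen detection.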
LMNA splice mod: qHTS Assay for Modulators of Lamin A Splicing; 0.01% of 200,000 active; Potency, µM (top dose mostly 46.1 µM), without a hit: at the top dose ratio change, negative = inhibition, hits mostly inhibitors; HeLa LMNA splicing GFP/RFP minigene ratio, 48 h; active = well fitted inhibition curve with a large enough effect in the signal ratio, with a control signal flat, not every such curve was filed as active; inconclusive = small, poorly fitted or top-dose-only effect, or effect the other way, or a change in a side signal; the % refers to the signal ratio; note: potency is the fitted concentration of half-maximal effect; % is set by controls: 0 for no effect and ±100 for the full control effect
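S3 HeLa cells stably expressing lamin A-EGFP splicing minigene plus DsRed2, 600 cells/well, 48 h compound exposure at 37C. Laser-scanning cytometry; analysed as GFP (500-530 nm)/RFP (575-640 nm) total intensity ratio; 0.5% DMSO vehicle.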
GAA glycogen mod: qHTS Assay for Inhibitors and Activators of Human alpha-Glucosidase Cleavage of Glycogen. Potency, µM (doses to about 76.4 µM), inactives show top-dose activity change, negative = inhibition, hits mostly inhibitors. 0.38% of 300,000 active. recombinant GAA, glycogen substrate, Amplex Red glucose oxidase fluorescence;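 note: potency is the fitted concentration of half-maximal effect; 0% = full enzyme reaction and -100% = no-enzyme basal signal; the screen sought inhibitors and activators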
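Recombinant enzyme (4 nM final) with compounds titrated up to 77 uM and bovine liver glycogen (30 ug) in citrate pH 5.0, 0.01% Tween-20, 37 C 40 min. Released glucose detected by Amplex Red/glucose oxidase (Ex 573/Em 610); AC50 from Hill fits.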
GAA inhib: qHTS Assay for Inhibitors of Human alpha-Glucosidase as a Potential Chaperone Treatment of Pompe Disease; Lysosomal alpha-glucosidase (Homo sapiens), P10253; purified human GAA, 4-MU-alpha-glucoside fluorescence; Potency, µM (doses to about 76.9 µM), for inactives: at the highest dose activity change, negative = inhibition, hits mostly inhibitors; 0.005% of 200,000 active;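 note: potency is the fitted concentration of half-maximal effect; plate controls were uninhibited enzyme wells for no effect and no-enzyme background for full effect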
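qHTS format, compound range up to 77 uM. Human lysosomal enzyme at 4 nM, 400 uM 4-MU glucoside substrate, pH 5.0, 20 min room temperature; fluorescence after alkaline stop gives activity normalized to controls.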
* marks the source's active call; other numbers are inactive results; ? = inconclusive; / = not tested or not shown; & = joins results of further samples; [ ] = remark or other dose. Unless noted, calls come from the whole dose curve; as a rule, active = well fitted curve in the direction sought with a large enough effect; inconclusive = small, poorly fitted or top-dose-only effect, or another doubt; inactive = no such curve, though single readings can be large; an effect the other way counts as inactive or inconclusive. Compounds were not picked by outcome; about 1.5% have a hit in one of these screens.

SMILES	HTT aggregate	HTT cytoprotect	GAA spleen mod	CBFb-RUNX1 inh	LMNA splice mod	GAA glycogen mod	GAA inhib
COc1ccc(S(=O)(=O)Cc2ccc(C(=O)N3CCN(c4ccc(Cl)cc4)CC3)o2)cc1	?	-4%	2%	-1%	-3%	-9%	-10%[15.4 µM]
CCn1nc2cc(C(=O)NCc3cc(C(F)(F)F)cc(C(F)(F)F)c3)ccc2c1OC	1%	0%	1%	0%	10%	-5%	-4%
CC1C(O)=C(c2nc3ccccc3[nH]2)C(=N)N1c1ccccc1 (stereo not drawn)	32%	-118%[inhibitor][0.074 µM]	5%	-2%	?	2%	-13%
Brc1cc(Oc2cc(Br)c(Br)c(Br)c2Br)c(Br)c(Br)c1Br	/	4%	2%	2%[21.7 µM]	/	/	/
c1ccc(-c2nc(NCCCn3ccnc3)c3oc4ccccc4c3n2)cc1	-12%	-51%[inhibitor]	3%	-15%	-5%	-7%	1%
COc1ccc(-c2nc(-c3cccc(C)c3)no2)cc1OC	11%	-4%	0%	-14%	0%	-13%	1%
Cc1cccc(N2C(=O)C(Oc3ccc(Cl)cc3Cl)C2C(=O)O)c1C (stereo not drawn)	16%	/	-4%	-9%	0%	0%	-4%
Cc1ccc(NC(=O)c2ccccc2-c2ccccc2C(=O)O)cc1	6%	-1%[10 µM]	-2%	0%	-9%	11%	-2%
Cn1c(NC(=O)C[n+]2cc(-c3ccc(Cl)cc3)n3c2CCC3)cc(=O)n(C)c1=O	-15%	?	-2%	1%	?	0%	0%
O=C1CC(N2CCOCC2)C(=O)N1CCc1ccccc1 (stereo not drawn)	2%	-4%	-6%	-2%	2%	0%	-10%
CCOC(=O)C1CCCN(Cc2cccc(Cl)c2)C1 (stereo not drawn)	-4%	-14%[0.074 µM]	4%	11%	-9%	-1%	-1%
CCOC(=O)CSC1=C(C#N)C(c2ccccc2OCC)C(C#N)C(=O)N1 (stereo not drawn)	9%	-26%	-2%	-2%	?	?	-1%

A different layout for 3 compounds above:
Below each SMILES: HTT aggregate, HTT cytoprotect, GAA spleen mod, CBFb-RUNX1 inh, LMNA splice mod, GAA glycogen mod, GAA inhib
CCn1nc2cc(C(=O)NCc3cc(C(F)(F)F)cc(C(F)(F)F)c3)ccc2c1OC
 : 1%, 0%, 1%, 0%, 10%, -5%, -4%
c1ccc(-c2nc(NCCCn3ccnc3)c3oc4ccccc4c3n2)cc1
 : -12%, -51%[inhibitor], 3%, -15%, -5%, -7%, 1%
Cc1ccc(NC(=O)c2ccccc2-c2ccccc2C(=O)O)cc1
 : 6%, -1%[10 µM], -2%, 0%, -9%, 11%, -2%

Single values from the entries so far:
In GAA inhib, Cc1ccc(NC(=O)c2ccccc2-c2ccccc2C(=O)O)cc1 shows -2%
In CBFb-RUNX1 inh, Cc1cccc(N2C(=O)C(Oc3ccc(Cl)cc3Cl)C2C(=O)O)c1C (stereo not drawn) shows -9%

More records
SMILES	HTT aggregate	HTT cytoprotect	GAA spleen mod	CBFb-RUNX1 inh	LMNA splice mod	GAA glycogen mod	GAA inhib
CCOC(=O)c1sc(NC(=O)CSc2nnnn2-c2ccc(C)cc2)c(C(=O)OCC)c1C	0%	15%[10 µM]	3%	-2%	-10%	7%	?
CC(C)C[C@H](NC(=O)[C@@H](O)[C@H](N)Cc1ccccc1)C(=O)O	15%	-36%&27%&-11%[inhibitor]	-1%&7%&-3%	0%	?	/	/
Cc1cccc(NS(=O)(=O)c2cc(C(=O)N3CCCC3)ccc2Cl)c1	9%	6%[10 µM]	2%	-3%	7%	13%	4%
O=C(c1cc2ccccc2oc1=O)N(Cc1ccc2c(c1)OCO2)Cc1ccco1	?	-13%	-5%	-10%	?	-8%	-7%
CCCCOc1cccc(C(=O)N(Cc2ccco2)C2CCS(=O)(=O)C2)c1 (stereo not drawn)	-15%	-1%[0.074 µM]	-5%	4%	?	4%	-13%
COc1ccc(OC)c(S(=O)(=O)N2CCCCC2C(=O)N2CCN(c3ccccn3)CC2)c1 (stereo not drawn)	17%	/	-2%	-6%	?	4%	-5%
C/C(=N\NC(=O)c1c(C)nc2ccccn12)c1ccco1	14%	?	-3%	16%	-3%[46 µM]	-8%	-4%
CCOC(=O)c1cc(Sc2ccccc2N)cc(C(=O)OCC)n1	2%[9.22 µM]	-11%[10 µM]	2%	2%	/	3%	3%
CC1(C)C([N+](=O)[O-])C(c2ccccc2O)NC(c2ccccc2O)C1[N+](=O)[O-] (stereo not drawn)	-17%[9.22 µM]	-8%[10 µM]	-4%	-4%	/	-22%	?
CC(=O)NCc1ccc(C(=O)CCl)s1	?	-28%	7%	-11%	/	5%	-2%
Cn1cccc1CC(=O)N/N=C/c1ccc(Cl)cc1	-20%[9.22 µM]	-3%[10 µM]	-5%	-12%	/	2%	/
CCCS(=O)(=O)c1c(S(=O)(=O)CCC)c2ccc(C(N)=O)cn2c1C(=O)c1ccc(F)cc1	6%[9.22 µM]	19%[10 µM]	-2%	4%	6%[46 µM]	-5%	-14%
Cc1cc(NC(=O)CCN2C(=O)C3C4C=CC(C4)C3C2=O)c2ccccc2n1 (stereo not drawn)	?	-7%	-2%	0%	8%	4%	-8%
O=C(NC(Cc1ccccc1)C(=O)O)/C(=C\c1ccco1)NC(=O)c1ccc(Br)cc1 (stereo not drawn)	24%	-14%	-1%	-6%	14%	-3%	0%
S=C(NCC1CC1)N/N=C/c1ccccc1Cl	41%[9.22 µM]	?	-5%	-1%	/	-4%	/
Cc1cc(OCc2cn3cccnc3n2)ccc1Cl	1%	-2%[10 µM]	-2%	-8%	?	14%	-1%
NC(=S)N/N=C\c1c(OCc2ccccc2Cl)ccc2ccccc12	-6%	-41%	/	-27%	/	-22%	-7%
CCOC(=O)Cn1c(=O)c(-c2ccccc2N)nc2ccccc21	18%[9.22 µM]	16%[10 µM]	0%	3%	/	3%	/
O=S(=O)(Cc1ccccc1)N1CCN(C/C=C/c2ccccc2)CC1	-25%	8%	-3%	2%	11%	1%	-3%
Cc1cc(NC(=O)C2C3C(=O)N(CC4CCCO4)C(C(=O)NCc4ccccc4)C34C=CC2(C)O4)no1 (stereo not drawn)	15%	-6%[1.9 µM]	1%	-3%	-8%	6%	2%
CN1CCN(C(=O)CN(c2cccc(Br)c2)S(=O)(=O)c2ccccc2)CC1	-1%	0%	4%	17%	/	-5%	0%
CCOC(=O)C(C(=O)OCC)N(C#N)c1nc(OC)nc(N(C)C)n1	21%	14%	1%	2%	7%	2%	2%
CCc1ccc(S(=O)(=O)N2CC(=O)Nc3ccccc32)cc1	-22%	20%	-7%	4%	7%	1%	1%
CCOc1cc(S(=O)(=O)N2CC=C(c3ccc(F)cc3)CC2)c(OCC)cc1-n1cnnn1	3%	-30%	3%	1%	-6%	-4%	?
O=C(O)C1C2CCC(O2)C1C(=O)NCCC1=CCCCC1 (stereo not drawn)	-13%	12%[1.9 µM]	4%	3%	?	/	-4%
CSc1ccc(Cl)c(C(=O)OCC(=O)Nc2ccccc2OC(F)F)c1	-4%	7%[10 µM]	-6%	?	17%	-6%	-15%
O=C1CC(N2CCC(c3nc4ccccc4o3)CC2)C(=O)N1c1ccc(F)cc1 (stereo not drawn)	14%	-12%	-1%	2%	-2%[46 µM]	21%	?
O=C(CSCC(=O)N1CCCCC1)Nc1nc(-c2cccs2)cs1	8%	-2%	-3%	4%	0%	2%	-4%[15.4 µM]
O=C(CSc1n[nH]c(-c2cccnc2)n1)Nc1ccccc1	-13%	4%[10 µM]	5%	19%	0%	4%	1%
CCC(=O)N1CCc2cc(S(=O)(=O)NCCC(=O)N3CCc4ccccc4C3)ccc21	?	-92%[inhibitor]	-4%	1%	?	3%	-4%
Cc1[nH]nc(SCC(=O)Nc2ccc(C#N)cc2)c1[N+](=O)[O-]	11%	6%[10 µM]	1%	1%	-7%	15%	4%
O=C(NNC(=O)c1c(F)cccc1F)c1sccc1-n1cccc1	21%	-1%	1%	1%	-7%[46 µM]	-3%	-2%
COc1cc(-c2nnc(COC(=O)c3c4c(nc5ccccc35)CCCC4)o2)cc(OC)c1OC	8%	-2%	-4%	-4%	?	2%	-6%
Cc1ccc(/C(O)=C2/C(=O)C(=O)OC2c2ccc(Cl)cc2)cc1 (stereo not drawn)	9%	16%	-6%	-3%	-3%	-2%	3%
COc1cccc(C=Nc2ccc3c(c2)OCCO3)c1O	-16%	3%[10 µM]	6%	9%	9%	?	-11%
O=Cc1cccn1-c1nccc(-c2ccco2)n1	6%	-12%[10 µM]	-6%	11%	15%[46 µM]	1%	0%
CCN1C(=O)N[C@@H](CCc2ccccc2)[C@@H](C(=O)OC)[C@H]1C	20%[9.22 µM]	-16%&3%[10 µM]	7%[17.4 µM]	4%[13.1 µM]	18%[9.22 µM]	-8%	/
COc1cc(NC(=O)Cn2ncc3c2-c2ccccc2OC3)cc(OC)c1OC	-2%	-7%	-5%	-1%	-6%	7%	?
CCOP(=O)(CC(C(C)=O)C(O)c1ccccc1)OCC (stereo not drawn)	6%	-3%[10 µM]	4%[17.4 µM]	1%[13.1 µM]	13%	14%	10%
CCOc1ccc(CNCc2ccc(C(=O)O)cc2)cc1OC	18%	-34%[inhibitor]	15%	6%	-16%[46 µM]	0%	7%
O=C1CC(NCCc2ccccc2)C(=O)N1CCc1ccccc1 (stereo not drawn)	-3%[9.22 µM]	20%[10 µM]	1%	4%	21%[46 µM]	7%	-1%
CS(=O)(=O)c1[nH]nc(-c2cccc(Cl)c2)c1C#N	0%[9.22 µM]	-1%[10 µM]	2%	8%	/	1%	/
COc1ccccc1CNC(=S)NCCc1ccccc1	-4%	3.2µM*	2%	-4%	?	-14%	-7%
